From PubChem BioAssay
M. tuberculosis: growth inhibition of non-replicating M. tuberculosis (AID 488890) | inhibition, % at 25 µM, or IC50 in µM where a hit was titrated | Mycobacterium tuberculosis non-replicating, growth inhibition; higher % means a stronger effect | actives 0.39% (n = 320,000); in the data active means a potency from the dose series; inconclusive means inhibition mostly from about 82% at the one dose, without a potency; inactive means the rest, 99 in 100 with inhibition below about 76%;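 further: plate controls were DMSO cells for no effect and high antibiotic wells for full effect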
influenza NS1A: NS1A inhibition, H1N1 influenza, cell based functional assay (AID 504329); NS1A functional cell-based assay, percent inhibition; higher % means a stronger effect; inhibition, % at 12.5 µM; hits with a dose series show IC50 in µM; actives 0.3% (n = 340,000); in the data active means a potency from the dose series; inconclusive means inhibition above about 27% without an active follow-up result; further: strong numbers were not always called active
H37Rv inhibition: M. tuberculosis growth inhibition, HTS (AID 449762) | inhibition, % at 25 µM; hits with a dose series show IC50 in µM | M. tuberculosis H37Rv growth inhibition, 7H9 media; higher % means a stronger effect | actives 0.59% (n = 330,000); in the data active means a potency from the dose series; inconclusive means inhibition above about 70% without an active follow-up result;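 further: bacterial growth assessed after seven days of incubation; strong numbers were not always called active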
PhoP GFP inhibition: Inhibition of PhoP regulon, Salmonella typhi GFP reporter cells, confirmation, 4 h (AID 1850) | Salmonella Typhi PhoP-promoter GFP reporter, fluorescence, 4 h; higher % means a stronger effect | inhibition, % at 50 µM, or IC50 in µM where a hit was titrated | actives 0.33% (n = 310,000); in the data active means a potency from the dose series; inconclusive means inhibition mostly from about 25% at the one dose, without a potency; inactive means the rest, 99 in 100 with inhibition below about 19%;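 further: 0% = induced wells with vehicle and 100% = uninduced wells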
VEEV TC-83 Vero: inhibitors of VEEV TC-83 cytopathic effect, confirmation, Vero cells (AID 588727) | actives 0.13% (n = 350,000) | inhibition, % at 20 µM; hits with a dose series show IC50 in µM | Vero cells, VEEV TC-83 cytopathic effect inhibition; higher % means a stronger effect; in the data active means a potency from the dose series; inconclusive means inhibition mostly from about 14% at the one dose, without a potency; inactive means the rest, 99 in 100 with inhibition below about 12%; further: strong numbers were not always called active
VEEV TC-83 Vero 10K pilot screen: second read-out of VEEV TC-83 Vero, no call of its own (marks repeat the call); inhibition, %; measured here: 10K pilot screen inhibition
* = called active by the depositor; i = inactive; u = inconclusive; x = no result given.

SMILES	M. tuberculosis	influenza NS1A	H37Rv inhibition	PhoP GFP inhibition	VEEV TC-83 Vero	others
Nc1nc(-c2ccc(S(=O)(=O)N3CCCCC3)cc2)cs1	20.7%	-10.4%	-0.2%	x	0.2%
Cc1cccc(N2NC(=O)/C(=C/c3ccc(-c4ccc(Cl)c(C(=O)O)c4)o3)C2=O)c1	x	-8.3%	x	x	0.7%
CC(=O)Nc1cccc(-c2nc3ccccc3s2)c1C	43.8%	0.7%	-0.8%	-4.4%	1.0%
O=S(=O)(NCC1CCN(Cc2ccccc2)CC1)c1ccccc1C(F)(F)F	19.8%	10.4%	20.4%	2.4%	0.2%
CC1(c2ccccc2)NC(=O)N(CC(=O)Nc2ccc3c(c2)OCO3)C1=O (configuration not stated)	-10.4%	21.6%	-4.1%	2.4%	1.2%	VEEV TC-83 Vero 10K pilot screen=1.0
CC(C)(C)NC(=O)Cc1ccc(S(=O)(=O)N2CCCC2)s1	9.6%	-6.1%	-14.7%	-26.6%	i
Cc1ccc(CNC(=O)C2CCN(S(=O)(=O)c3ccc4c(c3)CC(C)N4C(=O)C3CCC3)CC2)o1 (configuration not stated)	17.5%	5.9%	3.4%	5.9%	3.4%
O=C(CN1C(=O)C2CC=CCC2C1=O)Nc1cc(C(F)(F)F)ccc1N1CCCC1 (configuration not stated)	6.2%	-2.9%	4.5%	-3.2%	1.2%
CC1(C)C2CCC(C2)C1(C)NC(=O)CN1CCN(Cc2ccccc2)CC1 (configuration not stated)	18.4%	-6.5%	1.6%	-6.1%	i
O=C(c1ccccn1)N1CCN(S(=O)(=O)c2ccccc2)CC1	-4.6%	2.7%	-1.9%	-4.8%	0.7%
CCOc1ccc(-c2nc(-c3ccc(OC)cc3)no2)cc1OCC	13.2%	-2.8%	u	2.1%	6.7%	VEEV TC-83 Vero 10K pilot screen=4.3
CC(C)(C)c1ccc(C(=O)Nc2ccc(NC(=O)C(=O)O)cc2)o1	8.4%	-10.1%	-1.1%	1.3%	2.0%
CN(C)C(=O)CCc1nc(-c2ccc(C(C)(C)C)cc2)no1	2.4%	-0.6%	47.3%	2.2%	1.0%
COc1ccccc1OCC(=O)NC1CC(C)(C)NC(C)(C)C1	-0.2%	2.0%	-3.0%	1.7%	i
CCO[C@@H]1OC(C(=O)Nc2ccccc2)=C[C@H](c2ccc(C(F)(F)F)cc2)[C@H]1CCCO	18.0%	-8.9%	17.5%	7.5%	2.6%
CCCNC(=O)Nc1nnc(C2CC2)s1	13.4%	-10.3%	8.8%	-1.5%	1.4%	VEEV TC-83 Vero 10K pilot screen=2.4
CCC(=O)N1c2ccc(S(=O)(=O)CCC(=O)NCc3cccs3)cc2CC1C (configuration not stated)	-1.6%	4.2%	-0.2%	-6.8%	1.3%
CCN(C[C@H]1N[C@@](C)(C(=O)OC)[C@H]2C(=O)N(C)C(=O)[C@@H]12)S(=O)(=O)c1ccc(OC)cc1	9.2%	-6.1%	-0.1%	x	0.3%
CN(C(=O)COC(=O)C12CC3CC(CC(Cl)(C3)C1)C2)c1ccccc1	15.5%	6.5%	0.5%	x	i
Cc1nn(C)c(C)c1CN(C)C(=O)C1CCC(=O)N(C2CCCCCC2)C1 (configuration not stated)	-4.1%	14.8%	-4.8%	-9.8%	0.2%
CCN(CC(=O)Nc1ccc(NC(C)=O)cc1)C(=O)CSc1ncnc2sc(C)c(C)c12	5.5%	-4.6%	-1.0%	12.1%	5.2%
Cc1nn(-c2ccc(N3CCCCC3)nn2)c(C)c1CCC(=O)Nc1ccccc1F	29.1%	-5.2%	2.3%	-0.8%	12.2%
Cc1ccc(S(=O)(=O)Nc2ccc(-c3nnc(SCC#N)n3C)cc2)cc1	31.8%	-0.7%	8.7%	-4.5%	3.9%
COc1ccc2cc(C(=O)Nc3c(C)n(C)n(-c4ccccc4)c3=O)sc(=O)c2c1OC	x	-0.6%	0.2%	-8.4%	1.4%
O=C(Nc1ccc(C(F)(F)F)cn1)Nc1cccs1	-11.0%	2.4%	5.3%	3.0%	4.2%
COc1cc(NC(=O)CSc2ncccc2C(=O)OC(C)C)cc(OC)c1	11.4%	-1.5%	8.1%	-5.4%	3.0%
CCN(CC)C(=O)CSc1nc(-c2ccc(C)cc2)nc2c1COC(C)(C)C2	3.1%	2.8%	4.5%	4.6%	i
CCN(CC(=O)Nc1c(F)cccc1F)C(=O)/C=C/c1ccc2c(c1)OCO2	6.7%	-3.0%	3.8%	5.6%	3.8%
Cc1cnc(C(=O)OCC(=O)c2ccccc2)cn1	1.2%	-0.2%	-1.6%	2.8%	0.8%
CN1CCN(c2nc3c(c(=O)[nH]c(=O)n3C)n2Cc2ccc(Cl)cc2)CC1	-22.9%	9.3%	-8.0%	4.1%	i
Cc1ccc(S(=O)(=O)/N=C(\CCl)N2CCOCC2)cc1	i	-11.9%	6.44µM*	9.0%	10.2%
COc1ccc(N2C(=O)c3ccccc3C2O)cc1 (configuration not stated)	21.7%	-5.5%	-5.0%	-7.2%	i
CC1(C(=O)O)CCC(C(=O)NNC(=O)c2ccccc2O)C1(C)C (configuration not stated)	-12.5%	-15.9%	1.4%	-21.7%	i
Cc1nnc(SCC(=O)NC2CCCCC2)n(N)c1=O	1.8%	0.2%	1.1%	1.4%	0.2%
CN1CCN(c2ccc(NS(=O)(=O)c3ccc(Cl)cc3)cn2)CC1	-3.0%	1.2%	0.9%	-5.2%	2.0%
Cc1ccc(NC(=O)C2CCN(C(=O)c3cccs3)CC2)c(C)c1	-9.8%	7.9%	9.5%	-15.4%	0.1%
CCOc1ccc2nc(SCC(=O)NCc3ccc(OC)cc3)[nH]c2c1	28.8%	-11.4%	5.2%	-0.6%	i
Cc1ccc(Cl)cc1NC(=O)CC1NC2CCCCC2NC1=O (configuration not stated)	4.3%	-5.1%	7.0%	14.9%	i
CCOc1ccc(CCNC(=O)CCC(=O)c2cccs2)cc1OCC	18.8%	-4.6%	5.5%	x	1.1%
COc1ccc(NS(=O)(=O)c2cc(NC(=O)c3ccc(=O)[nH]c3)ccc2C)cc1	-0.8%	1.6%	-10.0%	x	1.3%
CCOC(=O)C1(Cc2cccc(OC)c2)CCN(Cc2cccn2-c2ccccn2)CC1	28.7%	5.5%	-12.5%	-2.0%	i
Cc1cnc(NC(=O)c2ccc(Cl)nc2)s1	77.0%	4.6%	0.7%	-2.9%	2.0%
CCN1CCN(C(=O)c2cc3c(s2)-c2c(C)cccc2OC3)CC1	23.0%	-1.6%	-10.0%	18.4%	1.0%
COc1cc(C(=O)N2CCN(c3ccccc3O)CC2)ccc1OCC(=O)N1CCOCC1	2.0%	-14.0%	-2.6%	x	1.3%
COc1ccc(C(=O)CSc2ccc(-c3ccccc3)nn2)cc1	58.9%	13.3%	9.4%	-25.5%	i
CC1CCCCN1CC(=O)Nc1ccccc1Sc1ccccc1 (configuration not stated)	36.1%	0.2%	9.2%	-0.8%	i
CC1CCCC/C1=N\NC(=S)NCCc1ccccc1 (configuration not stated)	u	1.3%	21.9µM*	-27.8%	1.6%
FC(F)Oc1ccc(-c2csc(NNC3=NCCCCC3)n2)cc1	-1.9%	6.3%	9.3%	0.0%	8.9%

Sorted by SMILES length (ascending): 3 of the compounds above.
SMILES	M. tuberculosis	influenza NS1A	H37Rv inhibition	PhoP GFP inhibition	VEEV TC-83 Vero	others
Cc1ccc(Cl)cc1NC(=O)CC1NC2CCCCC2NC1=O (configuration not stated)	4.3%	-5.1%	7.0%	14.9%	i
CC1(C)C2CCC(C2)C1(C)NC(=O)CN1CCN(Cc2ccccc2)CC1 (configuration not stated)	18.4%	-6.5%	1.6%	-6.1%	i
CCN(C[C@H]1N[C@@](C)(C(=O)OC)[C@H]2C(=O)N(C)C(=O)[C@@H]12)S(=O)(=O)c1ccc(OC)cc1	9.2%	-6.1%	-0.1%	x	0.3%

Following part:
SMILES	M. tuberculosis	influenza NS1A	H37Rv inhibition	PhoP GFP inhibition	VEEV TC-83 Vero	others
Cc1ccc(CNC(=O)C2CCN(S(=O)(=O)c3c(C)noc3/C=C/c3ccco3)CC2)cc1	30.8%	5.4%	-7.7%	0.8%	1.2%
COc1cccc(C2C(C#N)=C(N)Oc3cc(C)n(Cc4ccco4)c(=O)c32)c1 (configuration not stated)	-5.7%	-13.6%	-2.5%	-0.8%	1.3%
O=C(O)c1ccccc1-c1ccccc1C(=O)Nc1nc2ccccc2s1	6.29µM*	-1.8%	-4.3%	-1.7%	0.6%
CNS(=O)(=O)c1cc(NC(=O)c2cncn2-c2ccccc2)ccc1C	-5.5%	12.8%	-3.9%	-15.4%	0.2%
CCCc1cc(=O)[nH]c(SCC(=O)N(C)CC(=O)Nc2ccc(C)cc2)n1	4.7%	11.2%	-4.2%	-10.3%	i
Cn1c(=NC(=O)c2ccc(S(=O)(=O)N3CCCc4ccccc43)cc2)sc2cc(S(C)(=O)=O)ccc21	-11.6%	11.3%	-6.7%	-1.7%	1.6%	VEEV TC-83 Vero 10K pilot screen=2.9
CC(C)(C)CC(=O)Nc1nnc(SCC(=O)NCc2cccs2)s1	49.9%	-5.4%	-10.1%	-8.9%	1.6%
c1ccc(-c2nnsc2-c2ncc[nH]2)cc1	-11.3%	-1.8%	1.5%	14.5%	1.2%
CCOC(=O)c1ccc(N2CCN(C(C)=O)CC2)c(NC(=O)c2cccnc2)c1	9.2%	-9.7%	-2.7%	-2.4%	0.8%
Cc1oc(-c2ccccc2F)nc1CS(=O)(=O)CC(=O)NC1CCCC1	0.9%	7.2%	-7.3%	4.0%	i
Cc1onc(-c2ccccc2)c1C(=O)Nc1ccccc1NC(=O)c1c(-c2ccccc2)noc1C	-6.1%	-11.2%	-11.2%	-7.4%	i
NS(=O)(=O)c1ccc(NC(=S)Nc2ccc(C(=O)N3CCCCC3)cc2)cc1	-7.2%	2.7%	-1.2%	4.9%	1.4%
COc1ccc(OC)c(N2C(=O)c3cccnc3C2=O)c1	-5.4%	22.3%	0.3%	-5.9%	0.3%
O=C(CSc1ccccc1)Nc1nccs1	u	-4.7%	2.2%	-6.2%	0.1%
Cc1ccc(-c2nc(CS(=O)(=O)CC(=O)NCc3cccc(F)c3)c(C)o2)cc1	-6.0%	-0.9%	-10.3%	-4.2%	0.2%
CCOC(=O)C1=C(C)NC(=S)NC1c1ccco1 (configuration not stated)	52.8%	-12.0%	-7.8%	7.3%	0.4%
CC1(C)O[C@H]2OC([C@H](O)CON3C(=O)c4ccccc4C3=O)[C@H](O)[C@H]2O1 (some centres not stated)	1.2%	x	6.3%	-7.0%	x
Brc1ccc(-c2noc(CCc3ccccc3)n2)o1	67.0%	2.3%	2.5%	5.1%	6.7%

Structural class, the entries above containing two or more sulfur atoms.
SMILES	M. tuberculosis	influenza NS1A	H37Rv inhibition	PhoP GFP inhibition	VEEV TC-83 Vero	others
Nc1nc(-c2ccc(S(=O)(=O)N3CCCCC3)cc2)cs1	20.7%	-10.4%	-0.2%	x	0.2%
CC(C)(C)NC(=O)Cc1ccc(S(=O)(=O)N2CCCC2)s1	9.6%	-6.1%	-14.7%	-26.6%	i
CCC(=O)N1c2ccc(S(=O)(=O)CCC(=O)NCc3cccs3)cc2CC1C (configuration not stated)	-1.6%	4.2%	-0.2%	-6.8%	1.3%
CCN(CC(=O)Nc1ccc(NC(C)=O)cc1)C(=O)CSc1ncnc2sc(C)c(C)c12	5.5%	-4.6%	-1.0%	12.1%	5.2%
Cc1ccc(S(=O)(=O)Nc2ccc(-c3nnc(SCC#N)n3C)cc2)cc1	31.8%	-0.7%	8.7%	-4.5%	3.9%
Cn1c(=NC(=O)c2ccc(S(=O)(=O)N3CCCc4ccccc43)cc2)sc2cc(S(C)(=O)=O)ccc21	-11.6%	11.3%	-6.7%	-1.7%	1.6%	VEEV TC-83 Vero 10K pilot screen=2.9
CC(C)(C)CC(=O)Nc1nnc(SCC(=O)NCc2cccs2)s1	49.9%	-5.4%	-10.1%	-8.9%	1.6%
NS(=O)(=O)c1ccc(NC(=S)Nc2ccc(C(=O)N3CCCCC3)cc2)cc1	-7.2%	2.7%	-1.2%	4.9%	1.4%
O=C(CSc1ccccc1)Nc1nccs1	u	-4.7%	2.2%	-6.2%	0.1%
